Screening data deposited in PubChem BioAssay by National Center for Advancing Translational Sciences (NCATS).
HEK cytotox – kills HEK 293 cells | HEK 293 viability, ATP luminescence (CellTiter-Glo), 48-72 h | Potency, µM (series often up to 115 µM), for the others: at the top dose activity change, negative = cytotoxicity, usual class: inhibitors | 94,000 tested, 6.6% active | AID 1345083; also: potency is read from the fitted curve at half-maximal effect; nearly all actives have a fitted effect of over 60% in size
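Read-out: CellTiter-Glo ATP luminescence. Cells: HEK 293, 250 cells/well. Exposure: 48 or 72 hr, 37 degree Celsius.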
NIH3T3 tox – kills NIH 3T3 cells; AID 1345082; Potency, µM (top dose mostly 96.7 µM), for the others: at the highest dose activity change, negative = cytotoxicity, hits mostly inhibitors; NIH 3T3 viability, CellTiter-Glo ATP luminescence, 48-72 h; 94,000 tested, 4.3% active; also: potency is read from the fitted curve at half-maximal effect; nearly all actives have a fitted effect of over 55% in size
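Viability of NIH 3T3 cells after 48 or 72 hr compound treatment at 37 °C was assessed by CellTiter-Glo, with luminescence imaged following a 10 min room-temperature step.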
SNCA viab count – cell viability loss counter-screen; Potency, µM (doses to about 57.1 µM), without a hit: at the highest dose activity change, negative = cytotoxicity, usual class: cytotoxic; 150,000 tested, 0.12% active; HEK-293-SNCA-luc viability, GF-AFC fluorescence, 24 h;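 also: potency is read from the fitted curve at half-maximal effect; 0% = DMSO-treated cells and -100% = medium-only wells without cells; nearly all actives have a fitted effect of over 30% in size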
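HEK-293-SNCA-luc cells (1500/well) plated 24 h, then exposed 24 h to a dilution series; GF-AFC added 30 min at 37C, fluorescence 405/540 nm; normalised to medium-only and DMSO wells, Hill fit.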
Luciferase inh – inhibitors of firefly (Photinus pyralis) luciferase | purified P. pyralis luciferase, luminescence, biochemical | Potency, µM (series often up to 115 µM), without a hit: at the top dose activity change, negative = inhibition, most hits filed as inhibitors | 76,000 tested, 2.5% active; also: potency is read from the fitted curve at half-maximal effect; nearly all actives have a fitted effect of over 65% in size
Target sequence (P08659 whole entry, looked up): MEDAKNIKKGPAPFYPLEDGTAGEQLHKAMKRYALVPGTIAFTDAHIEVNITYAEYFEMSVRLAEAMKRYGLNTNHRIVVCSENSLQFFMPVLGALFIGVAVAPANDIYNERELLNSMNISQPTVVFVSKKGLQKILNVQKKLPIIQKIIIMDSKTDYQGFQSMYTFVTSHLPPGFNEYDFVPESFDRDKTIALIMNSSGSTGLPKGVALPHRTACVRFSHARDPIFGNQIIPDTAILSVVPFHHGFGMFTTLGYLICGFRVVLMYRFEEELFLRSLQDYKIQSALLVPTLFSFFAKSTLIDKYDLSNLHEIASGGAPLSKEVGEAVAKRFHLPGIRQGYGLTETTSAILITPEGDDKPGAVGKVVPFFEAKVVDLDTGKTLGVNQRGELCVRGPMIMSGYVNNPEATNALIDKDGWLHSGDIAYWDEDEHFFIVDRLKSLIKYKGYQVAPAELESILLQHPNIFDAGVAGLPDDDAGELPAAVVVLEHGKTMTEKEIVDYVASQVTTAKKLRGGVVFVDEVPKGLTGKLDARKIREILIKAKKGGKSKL
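Purified P. pyralis luciferase (10nM final) in 50mM Tris acetate pH 7.5, 10mM Mg acetate, 0.01% Tween-20, 0.05% BSA with 10uM D-luciferin and 10uM ATP. Compounds titrated qHTS. Luminescence imaged on CCD.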
GPT2 inhibitor – GPT2 alanine aminotransferase inhibition | Recombinant GPT2, coupled pyruvate oxidase/HRP Amplex Red fluorescence | Potency, µM (top dose mostly 57.7 µM), for inactives: at the highest dose activity change, negative = inhibition, most hits filed as inhibitors | AID 1671188 | 100,000 tested, 0.25% active; also: potency is read from the fitted curve at half-maximal effect; nearly all actives have a fitted effect of over 60% in size; many of its hits are not listed in these tables
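Recombinant GPT2 (10ng/uL) with 250uM a-KG and 2mM L-alanine, 30 min at room temperature, in HEPES pH 7.5 buffer. Pyruvate detected by pyruvate oxidase/HRP/Amplex Red fluorescence after 30 min in the dark; AOA (50uM) as positive control.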
IP6K1 inh – IP6K1 kinase inhibition. 140,000 tested, 0.81% active. Q92551. activity change, % (series mostly up to about 58 µM). IP6K1 kinase, ADP-Glo luminescence, 2 h; hits give low values; in the data active = activity change below about -25%
Target sequence (Q92551 whole entry, looked up): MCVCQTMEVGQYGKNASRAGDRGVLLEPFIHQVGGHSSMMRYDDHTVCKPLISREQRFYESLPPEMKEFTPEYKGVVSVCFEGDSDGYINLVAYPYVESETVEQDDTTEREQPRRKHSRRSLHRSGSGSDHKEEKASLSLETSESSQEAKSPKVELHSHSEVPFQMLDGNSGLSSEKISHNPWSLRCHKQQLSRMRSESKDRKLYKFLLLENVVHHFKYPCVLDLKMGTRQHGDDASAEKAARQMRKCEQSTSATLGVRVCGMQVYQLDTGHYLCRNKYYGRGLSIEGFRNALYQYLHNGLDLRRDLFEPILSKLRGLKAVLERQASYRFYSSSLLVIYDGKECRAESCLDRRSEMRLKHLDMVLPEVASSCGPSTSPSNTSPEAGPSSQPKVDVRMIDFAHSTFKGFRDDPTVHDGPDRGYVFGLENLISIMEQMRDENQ
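ADP-Glo luminescence measures ADP made by human IP6K1 during a 2 h RT reaction with ATP/IP6 (mix at 1.3 mM/130 uM); top library doses 57.5 and 19.1 uM final.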
SNCA expr inh – inhibitors of alpha-synuclein (SNCA) gene expression. AID 1671194. HEK-293 SNCA-luciferase knock-in, luminescence, 24 h. Potency, µM (series often up to 57.2 µM), without a hit: at the top dose activity change, negative = inhibition, actives largely listed as inhibitors. 140,000 tested, 0.17% active;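 also: potency is read from the fitted curve at half-maximal effect; plate controls were DMSO cells for no effect and cell-free wells for full effect; nearly all actives have a fitted effect of over 45% in size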
The depositor's hits bear a star; i = inactive; ? = inconclusive; . = no result given; [ ] = dose if it differs, or a comment. Unless noted, calls follow the shape of the dose curve; as a rule, active = well fitted curve in the direction sought with a large enough effect; inconclusive = small, poorly fitted or top-dose-only effect, or another doubt; inactive = no such curve, though single readings can be large; an effect the other way counts as inactive or inconclusive. Unless noted, % is scaled to controls: 0 for no effect and ±100 for the full control effect. This is a subset, so the mix of outcomes need not match the whole.

SMILES	HEK cytotox	NIH3T3 tox	SNCA viab count	Luciferase inh	GPT2 inhibitor	IP6K1 inh	SNCA expr inh
CSc1ccc(-c2cccc(C(=O)NCCNC(=O)c3cccc(Cl)c3)c2)cc1	-29%	-28%	4%[12.5 µM]	.	3%	17	1%
Cc1nn(Cc2ccccc2)c(C)c1[C@@H]1C=C[C@@H](NC(=O)CSCC(=O)O)C1	-19%[172 µM]	-26%[174 µM]	-5%[87.6 µM]	-1%[172 µM]	-11%[88.5 µM]	9	-8%[87.6 µM]
O=C(CSc1nc(=O)n(Cc2ccncc2)c2c1CCC2)Nc1cccc(F)c1	.	.	5%	.	.	5	8%
Cc1ccc(C)c(OCc2cc(C(=O)N3CCC(N4CCSCC4)CC3)no2)c1	?	?	-9%	3%	-5%	-3	-9%
Cc1ccc(NC(=O)c2c(C)oc3ccc(O)c(CN4CCCCCC4)c23)c(C)c1	.	.	-21%	.	.	16	-16%
COc1ccc(Cn2nnc(C(=O)Nc3cc(OC)ccc3OC)c2N)cc1	.	.	-10%	.	.	20	32%[activator]
Cc1ccc2c(c1)nc1n2[C@@H](CN(Cc2ccc(C(=O)O)cc2)Cc2ccc(C(=O)O)cc2)COC1	i	4%	-9%	1%	-13%	-5	0%
Cn1nnnc1C1CCCN(C(=O)Nc2ccccc2)C1 (stereo unspecified)	2%	i	4%	0%	i	8	7%
N[C@@H](CO)c1nc(C2CCOCC2)nn1-c1ccccc1F	i	-8%	0%	-5%	?	4	16%
O=c1[nH]c(C2CCN(Cc3ccsc3)CC2)nn1Cc1ccccc1	0%	i	4%	2%	-4%	-6	-8%
CCN(CC)C(=O)c1c(-c2ccc(F)cc2)noc1[C@H](C)O	-17%[172 µM]	3%[138 µM]	-2%[87.6 µM]	-4%[172 µM]	i	1	67%[activator][87.6 µM]
N#Cc1ccc(C(=O)NC2CCCN(c3cc(-c4ccc(Cl)cc4)[nH]n3)C2)cc1 (stereo unspecified)	?	-9%	-9%	2%	-3%	0	5%
C=CCNC(=O)CCc1c(C)nn(-c2ccc(F)cc2)c1Oc1ccccc1OC	-28%	?	-1%	-3%	i	3	1%
CCn1cc(S(=O)(=O)c2cccc(Cl)c2)c(=O)c2cc(F)c(N3CCC(C)CC3)cc21	.	.	0%	.	.	-5	34%[activator]
CC/C(=C(/CC)c1ccc(O)cc1)c1ccc(O)cc1	.	.	-42%[23.9 µM]	.	-1%	-14	-41%[25.6 µM]
O=C(C[C@H]1NC(=O)c2ccccc2NC1=O)NCCc1nc(-c2ccccc2)cs1	?	-23%	6%	0%	i	6	17%
COCCNC(=O)c1nc2c(o1)CCN(Cc1ccc(F)c(Cl)c1)CC2	?	?	11%[87.6 µM]	-21%[172 µM]	0%[88.5 µM]	11	-6%[87.6 µM]
C#CCNC(=O)CNC(=O)c1cccc(-c2ccc(C(F)(F)F)cc2)c1	?	-27%	2%[12.5 µM]	.	-1%	-8	62%[activator]
CC(=O)N1CCC(CC(=O)N2C[C@@H](Oc3ccccc3)C[C@H]2C(=O)NC2CC2)CC1	-7%	-19%	2%	.	-1%	6	7%
CCCN1CCN(c2cc3c(cc2F)c(=O)c(S(=O)(=O)c2ccc(Cl)cc2)cn3C)CC1	.	.	-24%	.	.	7	-4%

Some of the entries so far, bar-delimited.
SMILES | HEK cytotox | NIH3T3 tox | SNCA viab count | Luciferase inh | GPT2 inhibitor | IP6K1 inh | SNCA expr inh
O=c1[nH]c(C2CCN(Cc3ccsc3)CC2)nn1Cc1ccccc1 | 0% | i | 4% | 2% | -4% | -6 | -8%
CCN(CC)C(=O)c1c(-c2ccc(F)cc2)noc1[C@H](C)O | -17%[172 µM] | 3%[138 µM] | -2%[87.6 µM] | -4%[172 µM] | i | 1 | 67%[activator][87.6 µM]
N#Cc1ccc(C(=O)NC2CCCN(c3cc(-c4ccc(Cl)cc4)[nH]n3)C2)cc1 (stereo unspecified) | ? | -9% | -9% | 2% | -3% | 0 | 5%
C=CCNC(=O)CCc1c(C)nn(-c2ccc(F)cc2)c1Oc1ccccc1OC | -28% | ? | -1% | -3% | i | 3 | 1%
CCn1cc(S(=O)(=O)c2cccc(Cl)c2)c(=O)c2cc(F)c(N3CCC(C)CC3)cc21 | . | . | 0% | . | . | -5 | 34%[activator]

Following part.
SMILES	HEK cytotox	NIH3T3 tox	SNCA viab count	Luciferase inh	GPT2 inhibitor	IP6K1 inh	SNCA expr inh
COCCNC(=O)CCCN1C(=O)COc2ccc(C(=O)COc3ccc(C)cc3C)cc21	?	-11%	?	?	-4%	-3	?
Cc1cc(Br)ccc1NC(=O)CCS(=O)(=O)c1cccc2nonc12	.	.	10%	.	.	39	24%
Cc1ccc(Cn2cc(S(=O)(=O)c3ccc(C)cc3)c(=O)c3cc(F)c(N4CCCC4)cc32)cc1	.	.	3%	.	.	5	3%
CC(CCC1(O)OC2CC3C4CCC5CC(O[C@@H]6O[C@H](CO)[C@@H](O)[C@H](O)[C@H]6O[C@@H]6O[C@@H](C)[C@H](O)[C@@H](O)[C@H]6O)C(O)CC5(C)C4CCC3(C)C2C1C)CO[C@@H]1O[C@H](CO)[C@@H](O)[C@H](O)[C@H]1O (stereo partly specified)	.	.	0%[12.5 µM]	.	i	12	.
Cc1c(C(=O)OC2CCCCC2)[nH]c2c1C(=O)CC(c1ccc(C(C)(C)C)cc1)C2 (stereo unspecified)	.	.	-7%	.	.	2	15%
O=C(NCCC1CCN(C(=O)Nc2cc(F)cc(F)c2)CC1)c1ccccn1	-27%	?	7%	-6%	i	6	79%[activator]
Cc1cc(C)cc(NC(=O)N2[C@@H]3CC[C@H]2CC(NC(=O)c2ccc(F)cc2)C3)c1 (stereo partly specified)	40µM*	?	-32%	-1%	0%	22	-26%
CCOC(=O)Cn1c(=O)oc2cc(S(=O)(=O)N3CCN(c4ccccc4F)CC3)ccc21	.	.	14%	.	.	-11	-23%
OCc1ccc(CN2C[C@H](O)C[C@H]2c2nc(Cc3ccc(F)cc3Cl)no2)o1	-22%[172 µM]	-7%[174 µM]	-4%[87.6 µM]	-16%[172 µM]	i	4	13%[87.6 µM]
CN1C[C@H](O)C[C@H]1c1nnc2n1CCN(Cc1ccc3c(c1)CCO3)C2	-1%	0%	3%[12.5 µM]	-8%	3%	-4	?
CC(C)=CCC1(CO)CCCN(C(=O)c2cccc(CO)n2)C1 (stereo unspecified)	-16%	-14%	5%	10%	2%	0	12%
CCCCOc1cccc(C(=O)N(Cc2ccc(Cl)cc2)C2CCS(=O)(=O)C2)c1 (stereo unspecified)	.	.	-4%	.	.	6	-10%
CCOc1ccc(NC(=O)CN2C(=O)C(c3ccccc3)=NC23CCCCCC3)cc1	.	.	-25%	.	.	30	?
CC(C)c1cccc(C(C)C)c1NC(=O)N1CCc2c(c3cc(F)ccc3n2C)C1	?	?	-12%	-1%	i	-3	-3%
Cc1cc(NC(=O)c2ccc3c(c2)N(C)C2CCCCN2C3=O)ccc1F (stereo unspecified)	?	?	30%[12.5 µM]	22µM*	i	-17	134%[activator]
Nc1nc(NCc2ccc(N3CCCC3=O)cc2)cc(C2CC(O)C2)n1 (stereo unspecified)	?	?	-10%	6%	-4%	-2	-24%
COC(=O)[C@H](Cc1ccc(OC)cc1)NC(=O)[C@H]1CN(C(=O)c2cccnc2)CCN1C(=O)NC1CCCCC1	0%	-2%	6%	-1%	-6%	-2	24%
CC(=O)N1c2ccc(-c3ccc(C(=O)O)cc3)cc2C(Nc2ccc(Cl)cc2)CC1C (stereo unspecified)	.	.	-30%	.	-3%	-8	.
COCCn1cnnc1CNc1cc(-c2ccncc2)nc2ccnn12	4%	-5%	2%	4%	-22%	0	9%
COc1ccc(CN2CC3(CCN(S(=O)(=O)c4cn(C)cn4)CC3)C2=O)cc1	-9%	-11%	10%	4%	-36%	10	-15%

Part of the list above in another layout.
SMILES: Cc1cc(C)cc(NC(=O)N2[C@@H]3CC[C@H]2CC(NC(=O)c2ccc(F)cc2)C3)c1 (stereo partly specified)
  HEK cytotox = 40µM*; NIH3T3 tox = ?; SNCA viab count = -32%; Luciferase inh = -1%; GPT2 inhibitor = 0%; IP6K1 inh = 22; SNCA expr inh = -26%

SMILES: CCOC(=O)Cn1c(=O)oc2cc(S(=O)(=O)N3CCN(c4ccccc4F)CC3)ccc21
  HEK cytotox = .; NIH3T3 tox = .; SNCA viab count = 14%; Luciferase inh = .; GPT2 inhibitor = .; IP6K1 inh = -11; SNCA expr inh = -23%

SMILES: OCc1ccc(CN2C[C@H](O)C[C@H]2c2nc(Cc3ccc(F)cc3Cl)no2)o1
  HEK cytotox = -22%[172 µM]; NIH3T3 tox = -7%[174 µM]; SNCA viab count = -4%[87.6 µM]; Luciferase inh = -16%[172 µM]; GPT2 inhibitor = i; IP6K1 inh = 4; SNCA expr inh = 13%[87.6 µM]

Further records:
SMILES	HEK cytotox	NIH3T3 tox	SNCA viab count	Luciferase inh	GPT2 inhibitor	IP6K1 inh	SNCA expr inh
Cc1cccc(NC(=O)CSc2nc3ccc(NC(=O)COc4ccccc4F)cc3s2)c1	.	.	8%	.	.	15	36%[activator]
COC(=O)c1c(SC)nc2ccccc2c1OCc1ccc(C)cc1	.	.	-10%	.	.	12	9%
Cc1ccc(-c2ccc3nnc(CNC(=O)Cc4cccc(C)c4)n3n2)cc1	-11%	-6%	-8%	-3%	i	-14	-9%
O=[S+]([O-])(c1cccc(C(F)(F)F)c1)N1CC(CNc2cccnc2)C2(CN(c3ccccc3)C2)C1 (stereo unspecified)	?	?	-15%	0%	-15%	-2	-10%
CO[C@H]1CN(C2CCN(C(=O)CCC3CCCC3)CC2)[C@H]1c1cccnc1	?	-36%	-1%	.	?	23	6%
CCc1ccc(NC(=O)CN(c2cc(C)cc(C)c2)S(=O)(=O)c2c(C)[nH]c(=O)[nH]c2=O)cc1	.	.	-6%	.	.	-15	8%
COc1ccc(C(=O)NC2CCCN(c3cc(-c4ccc(Cl)cc4)[nH]n3)C2)cc1 (stereo unspecified)	?	35µM*	-23%	?	-8%	14	14%
C#CCNC(=O)c1ccc2oc(-c3cccnc3OC)nc2c1	-20%	-20%	-15%[12.5 µM]	.	-1%	5	62%[activator]
COCCC(=O)NCCC1CCN(C(=O)Nc2cc(F)cc(F)c2)CC1	13%	i	-7%	-2%	4%	-5	-2%
Fc1ccc(OCc2nc(-c3nnn4c3COC(c3ccccc3Cl)C4)no2)cc1 (stereo unspecified)	-1%	-1%	7%	-3%	i	16	18%
Cc1ccc(NC(=O)CN2Cc3ccccc3C2=O)c(C)c1	.	.	-6%	.	.	2	35%[activator]
COc1cccc(C(=O)N2CCC3(CC2)CC(O)CCO3)c1OC (stereo unspecified)	i	-11%	5%	-1%	i	2	1%
O=C(N1CCc2c(nc[nH]c2=O)C1)C1(S(=O)(=O)c2ccccc2)CC1	i	-9%	6%	10%	i[11.5 µM]	-13	-2%

Copied from the list:
CCc1ccc(NC(=O)CN(c2cc(C)cc(C)c2)S(=O)(=O)c2c(C)[nH]c(=O)[nH]c2=O)cc1 – IP6K1 inh: -15
O=C(N1CCc2c(nc[nH]c2=O)C1)C1(S(=O)(=O)c2ccccc2)CC1 – SNCA expr inh: -2%
